# D2 agonist: HTS Assay for Allosteric Agonists of the Human D2 Dopamine Receptor: Primary Screen for Agonists | hit rate 0.53% among 340,000 | activation, % at 2 µM | HEK293 T-REx D2 cells, calcium flux agonist mode;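 active = activation over 3 SD above normal in the single-dose calcium agonist read, cut at about 30% in these data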; also: 0% is about no effect
# Target sequence (P14416 whole entry, looked up): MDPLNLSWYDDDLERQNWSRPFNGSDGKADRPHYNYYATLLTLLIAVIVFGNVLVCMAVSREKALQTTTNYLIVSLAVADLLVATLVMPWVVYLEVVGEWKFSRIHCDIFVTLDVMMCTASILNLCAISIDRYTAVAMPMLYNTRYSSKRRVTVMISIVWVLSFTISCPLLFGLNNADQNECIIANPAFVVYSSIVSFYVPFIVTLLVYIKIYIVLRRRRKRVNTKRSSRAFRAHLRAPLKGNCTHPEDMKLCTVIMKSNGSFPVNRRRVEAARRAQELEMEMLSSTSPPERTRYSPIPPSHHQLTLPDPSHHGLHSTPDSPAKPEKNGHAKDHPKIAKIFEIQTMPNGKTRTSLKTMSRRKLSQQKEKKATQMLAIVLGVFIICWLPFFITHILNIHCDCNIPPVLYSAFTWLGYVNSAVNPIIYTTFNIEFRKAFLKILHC
#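 Tetracycline-induced HEK293 Trex cells with D2 receptor force-coupled to calcium signaling, plated overnight at 30 C and loaded with no-wash calcium dye. Calcium flux read kinetically for 180 s after compound addition; responses flag agonists.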
# D1 PAM: Potentiators of Human D1 Dopamine Receptor: qHTS; HEK293 TREx D1 cells, calcium flux, dopamine EC20 potentiation; potentiation, % at 10 µM; D(1A) dopamine receptor (Homo sapiens), P21728; AID 504651, 2011; hit rate 0.036% among 360,000; in the data active = potentiation above about 30%; also: 0% is about no effect
# TRHR agonist: qHTS for Small Molecule Agonists and Allosteric Enhancers of Human TRH Receptor: Primary Screen for Agonists; Thyrotropin-releasing hormone receptor (Homo sapiens), P34981; TRHR cells, calcium flux fluo-8, FDSS agonist mode; activation, % at 2 µM; hit rate 0.18% among 360,000; AID 493084, 2011; also: 0% is about no effect
# Target sequence (P34981 whole entry, looked up): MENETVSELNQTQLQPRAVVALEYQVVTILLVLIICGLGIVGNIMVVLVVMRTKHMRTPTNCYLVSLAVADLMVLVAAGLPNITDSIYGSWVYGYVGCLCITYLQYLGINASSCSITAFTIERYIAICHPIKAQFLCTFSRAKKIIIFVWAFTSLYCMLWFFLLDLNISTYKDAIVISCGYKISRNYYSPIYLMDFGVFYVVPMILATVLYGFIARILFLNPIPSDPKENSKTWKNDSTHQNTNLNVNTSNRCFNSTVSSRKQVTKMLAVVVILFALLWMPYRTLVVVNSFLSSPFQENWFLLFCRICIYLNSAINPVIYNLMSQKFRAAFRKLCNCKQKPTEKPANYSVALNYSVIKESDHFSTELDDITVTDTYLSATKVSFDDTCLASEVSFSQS
#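 TRHR-expressing cells loaded with fluo-8 calcium dye; 23 nL library compound pin-transferred, kinetic FDSS fluorescence (Ex 480/Em 530) recorded about 180 s for agonist-induced calcium release, before a 10 nM TRH EC20 addition for potentiator mode.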
# TRHR enhancer: qHTS for Small Molecule Agonists and Allosteric Enhancers of Human TRH Receptor: Primary Screen for Enhancers. Thyrotropin-releasing hormone receptor (Homo sapiens), P34981. TRHR cells, fluo-8 calcium fluorescence, EC20 TRH enhancement. enhancement, % at 2 µM. hit rate 0.66% among 360,000. AID 493056, 2011; in the data active = enhancement above about 30%; also: 0% is about no effect
#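 Enhancer read-out: after compound pinning and an initial kinetic agonist-mode read, an EC20 of TRH (10 nM final) was injected and fluo-8 calcium signal (Ex 480/Em 530) followed at 1 s/cycle for 100 cycles in TRHR-expressing cells.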
# D2 antag: HTS Assay for Allosteric Antagonists of the Human D2 Dopamine Receptor: Primary Screen for Antagonists; D(2) dopamine receptor (Homo sapiens), P14416; HEK293 TREx D2 cells, calcium flux, dopamine EC80; inhibition, % at 10 µM; hit rate 2% among 340,000; in the data active = inhibition above about 30%; also: 0% is about no effect
#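 Compounds are added to dye-loaded, induced HEK293 T-REx cells coupled to calcium release via D2; after a 3 min kinetic read an EC80 dopamine stimulus is given and fluorescence is recorded for 3 more min.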
# D1 ag: Allosteric Agonists of the Human D1 Dopamine Receptor: qHTS; HEK293 T-REx D1 cells, calcium flux, agonist mode; D(1A) dopamine receptor (Homo sapiens), P21728; activation, % at 2 µM; hit rate 1% among 360,000; also: 0% is about no effect
#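 Tetracycline-induced HEK293 TREx D1 cells, force-coupled to calcium signalling, were dye-loaded with a no-wash calcium kit. Compound was pin-added after a 10 s baseline. Fluorescence was read kinetically at 1 cycle/s for 180 s, with calcium rises flagged as agonism.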
# D1 antagonist: Antagonist of Human D 1 Dopamine Receptor: qHTS; D(1A) dopamine receptor (Homo sapiens), P21728; HEK293 TREx D1 cells, calcium flux, dopamine EC80; active compounds read low; activity change, negative = inhibition, % at 10 µM; hit rate 3.2% among 360,000; in the data active = activity change below about -30%; also: % is scaled to controls: 0 for no effect and ±100 for the full control effect
#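 After overnight tetracycline induction at 30 C, force-coupled D1 HEK293 cells took up a no-wash calcium dye at room temperature. Compounds were added and monitored 180 s, and the response to EC80 dopamine was then recorded.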
# RXFP1 antag: qHTS Assay for Antagonists of the Relaxin Receptor RXFP1. hit rate 0.59% among 350,000. HEK293-RXFP1, relaxin-stimulated cAMP HTRF, 30 min; active compounds read low. AID 1259400, 2018. activity change, negative = inhibition, % at 57.5 µM;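 active = activity change of -60% or lower, but not beyond a set lower limit; inconclusive = change between -60% and -40%, or beyond the set limit; inactive = change above -40%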; also: % is scaled to controls: 0 for no effect and ±100 for the full control effect
# D2 potentiator: HTS Assay for Positive Allosteric Modulators of the Human D2 Dopamine Receptor: Primary Screen for Potentiators; D(2) dopamine receptor (Homo sapiens), P14416; HEK293 T-REx D2, calcium flux, EC20 dopamine potentiation; potentiation, % at 10 µM; hit rate 0.34% among 340,000;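 active = potentiation over 3 SD above the plate norm, cut at about 30% in these data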; also: 0% is about no effect
#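 Tetracycline-induced HEK293 T-REx cells force-coupled to calcium signalling expressed D2; compounds were pin-added after a 10 s baseline, read kinetically 180 s, then an EC20 dopamine challenge followed with a further 180 s calcium read.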
# * = called active by the depositor; u = inconclusive; x = not tested or not shown; & = joins results of further samples. Rule as the data show it, unless noted: active = activation above about 30%; inactive = the rest.
SMILES,D2 agonist,D1 PAM,TRHR agonist,TRHR enhancer,D2 antag,D1 ag,D1 antagonist,RXFP1 antag,D2 potentiator
C/C(=N\N)c1c(-c2ccccc2)c2cc(C)ccc2[nH]c1=O,2.3,3,-0.1,-7,-2,1,16,-6,19
CC(=O)n1cc(-c2ccncc2)c2ccccc21,x,-1,0.0,2,x,-2,-1,x,x
COc1cc(OC)c2c(N)c(C#N)c(C(F)(F)C(F)(F)F)nc2c1,0.9,3,0.8,4,5,1,-5,-10,11
N#CC1(c2ccccc2)CCC(=NO)CC1 (stereo not drawn),0.3,-1,0.6,11,-8,3,0,-8,2
CCn1cc(CCC(=O)NCCN2CCOCC2)c2ccccc21,0.4,-2,0.4,2,2,0,-2,-2,-2
CCOC(=O)Nc1ccc2c(c1)N(C(=O)CN(CC)CC)c1ccccc1CC2,0.6,0,2.3,-1,1,3,16,-7,11
CCN(CC(=O)Nc1ccc(OC)c(Cl)c1)CC(=O)NC(C)C,-0.4,-3,-0.4,-3,2,-1,-1,4,6
Cc1ccc(NC(=O)CCn2c(=S)oc3ccccc32)cc1,-0.2,2,-2.5,-2,-8,5,-13,2,-13
CCOC(=O)CN1NC2(CCC(C(C)(C)C)CC2)NC1=S (stereo not drawn),0.5,-8,1.6,-8,5,3,23,0,0
CCCOc1ccc(C(=O)OCC(=O)NCCc2ccc(OCC)c(OCC)c2)cc1OC,1.1,0,0.3,0,-2,1,5,-4,-1
CCCn1c(N)c(C(=O)COC(=O)CNC(=O)c2ccccc2OCC)c(=O)[nH]c1=O,0.0,-2,-0.2,-3,-6,2,20,2,13
Cc1cc2oc(=O)c(CC(=O)O)c(C)c2c2occ(-c3ccc(F)cc3)c12,1.5,-3,0.4,-6,x,8,-3,-35,5
CCN(CC)CCn1c(=N)n(CC(O)COc2cccc(C)c2)c2ccccc21 (stereo not drawn),0.2,-7,2.2,-1,-27,19,-3,u,1
CCOc1ccc(NC(=S)NCc2cccnc2)cc1,x,-2,0.0,7,x,5,7,-9,x
CC(C)CCN1CCN(Cc2cccs2)CC1CCO (stereo not drawn),14,1,0.3,7,31*,0,-9,8,-20
Cc1nc2c(-c3ccc(F)cc3)c(C)nn2c(C)c1CCC(=O)N1CCN(c2ccccc2)CC1,x,-3&0,0.3&0.1,29&-1,x,0&0,-3&-2,x,1&3
Cc1cccc(-c2oc3ccccc3c2C#CCCO)c1,-0.7,-2,0.2,5,9,1,4,x,2
Cc1cccc(CN2C(=O)CSc3ccc(C(=O)NC4CC4)cc32)c1,-0.6,0,-0.9,1,4,-2,34,-13,-25
COc1ccc(-n2c(SCC(=O)O)nc3sc4c(c3c2=O)CCC4)cc1,0.4,8,-0.1,-12,-9,0,-19,-29,7
Cc1cc(C)nc(NC2=NCC(=O)N2c2cccc(Cl)c2)n1,0.9,6,1.1,3,1,1,12,-8,12
Cc1cccc(NS(=O)(=O)c2ccc3nc(-c4ccccc4)[nH]c3c2)c1C,-0.5&-0.2,1&-4,-1.3&0.7,2&2,-1,20&3,12&-11,-18,8&-6
CN(C)C(=O)N1CCN(C(=O)N2CCOCC2)CC1,0.6,0,-0.6,-9,-9,1,2,3,-6
COc1ccccc1C(=O)c1cc2ccc(O)cc2oc1=O,1.9,-7,1.6,-4,4,4,-11,-5,-9
CC(=O)NC1=NN(C(C)=O)C(c2cccc([N+](=O)[O-])c2)S1 (stereo not drawn),0.2,-1,0.6,-2,-11,1,5,18,5
COc1ccc2[nH]cc(CCNC(=O)c3cnn(-c4ccccc4Cl)c3C3CCN(C(=O)OC(C)(C)C)CC3)c2c1,13,-3,0.4,16,x,0,7,-26,5
CCCc1nc(SCC(N)=O)[nH]c(=O)c1CC,-0.1,0,0.6,-1,-12,1,8,17,3
Clc1ccc(C2=CC(c3ccco3)n3ncnc3N2)cc1 (stereo not drawn),2.8,-6,11,-12,-3,3,11,0,-5
COc1cccc(CNC(=O)CCCn2c(=S)[nH]c3cc4c(cc3c2=O)OCO4)c1,-0.8,-3,1.3,4,7,1,3,-71*,13
CCCOc1c(Cl)cc(C(=O)NC)cc1OC,-0.6,-2,-1.0,0,-5,0,2,-8,-5
O=C(c1ccco1)N1CCN(C(=O)c2ccc(-c3cccc(C(F)(F)F)c3)o2)CC1,-0.1,-9,0.6,5,7,1,3,2,9
O=C(CC1CCCC1)N1CCCC(Nc2ccc(F)cc2)C1 (stereo not drawn),x,-1,0.7,-1,x,-1,-10,-13,x
Cc1cccc(CS(=O)(=O)c2ncc(Cl)c(C(=O)Nc3ccc(F)cc3)n2)c1,0.0,-6,-0.7,-18,-1,9,-45*,-96*,-7
COc1cccc(Nc2nc(Nc3ccc(Cl)c(C(=O)O)c3)nc(C)c2[N+](=O)[O-])c1,0.2,0,-1.0,16,15,-1,-4,-2,-4
O=C(NCCC1=CCCCC1)N[C@@H](Cc1ccccc1)C(=O)O,0.2,2,-0.1,8,-12,1,6,7,-3
COc1ccc(NC(=O)CCCn2c(=O)c3sccc3n(Cc3ccccc3C)c2=O)cc1,-0.6,15,-0.1,7,4,0,15,-6,15
CC(NC(=O)COC(=O)C1CSC2(C)CCC(=O)N12)C12CC3CC(CC(C3)C1)C2 (stereo not drawn),-1.0,-5,0.1,-4,-23,1,9,1,-5
CC(=O)c1cccc(NC(=O)C2C3CCC(C3)C2C(=O)O)c1 (stereo not drawn),-1.5,3,-0.6,-6,-1,9,5,-7,-8
CCc1ccccc1NC(=O)c1cc(-c2ccc(Cl)s2)nc2ccccc12,0.5,2,1.7,-6,x,-1,7,-6,-1
CCOc1ccc(CCNC(=O)CCNC(=O)c2ccco2)cc1OCC,0.3,-4,5.9,1,-2,2,5,6,11
COc1ccccc1CNC(=O)CN1C(=O)c2ccc([N+](=O)[O-])cc2C1=O,0.2,-2,-1.2,-1,15,1,-2,-6,-8

# D1 antagonist, what is marked active above
Structure	D1 PAM	TRHR agonist	TRHR enhancer	D2 antag	D1 ag	D1 antagonist	RXFP1 antag	D2 potentiator
Cc1cccc(CS(=O)(=O)c2ncc(Cl)c(C(=O)Nc3ccc(F)cc3)n2)c1	-6	-0.7	-18	-1	9	-45*	-96*	-7

# Compound profiles, from the list above. Values in the order: D2 agonist	D1 PAM	TRHR agonist	TRHR enhancer	D2 antag	D1 ag	D1 antagonist	RXFP1 antag	D2 potentiator
# CCOc1ccc(CCNC(=O)CCNC(=O)c2ccco2)cc1OCC is entered as 0.3	-4	5.9	1	-2	2	5	6	11
# COc1ccccc1CNC(=O)CN1C(=O)c2ccc([N+](=O)[O-])cc2C1=O is entered as 0.2	-2	-1.2	-1	15	1	-2	-6	-8

# Next section
SMILES,D2 agonist,D1 PAM,TRHR agonist,TRHR enhancer,D2 antag,D1 ag,D1 antagonist,RXFP1 antag,D2 potentiator
CCCN(CCC)CCCNC(=O)C(NS(=O)(=O)c1ccc2c(c1)CCC(=O)N2)c1ccccc1 (stereo not drawn),1.9,-5,0.0,22,45*,-3,-6,5,0
COc1ccc(Cc2nc3ccc(C(=O)NCCn4ccnc4C)cc3o2)cc1OC,0.2,8,0.2,2,2,1,-15,-2,-8
CCC(=O)Nc1ccc(C(=O)NNC(=O)c2ccc(Cl)cc2)cc1,x,0,2.4,-2,x,3,-12,-2,x
O=C(O)CNc1nc(-c2ccccc2)c2cc([N+](=O)[O-])ccc2n1,12,-6,3.7,-6,-10,-1,0,11,-2
Cc1ccc(NC(=O)CN2C(=O)c3ccccc3Sc3ncccc32)c(C)c1,-0.3,1,-0.9,-1,x,2,9,x,5
CCOC(=O)c1c(NC(=O)/C=C\C(=O)O)sc(C)c1-c1ccccc1,-0.6,-8,0.0,-4,-9,1,1,-9,1
CCOC(=O)c1cccc(NC(=O)C2Cc3ccccc3N2C(=O)c2ccccc2)c1 (stereo not drawn),0.7,2,-0.8,1,x,0,6,-18,9
O=C(Nc1ccccc1)c1cc(S(=O)(=O)N2CCOCC2)cs1,0.2,-1,-0.1,-10,3,0,-7,15,-10
Cc1cccc(-c2noc(CCC(=O)NCc3ccccc3)n2)c1,0.6,2,-0.4,-11,2,7,-19,8,10
CCN(CC)S(=O)(=O)c1nnc(NC(=O)c2ccco2)s1,1.2,5,0.2,12,-2,8,-4,-11,-3
COc1ccccc1C(CC(=O)O)NS(=O)(=O)c1ccc2c(c1)N(C(C)=O)CC(C)O2 (stereo not drawn),0.7,-9,0.4,6,-1,2,17,-11,7
COc1ccccc1NC(=O)CSc1nnc(CC(=O)Nc2ccccc2C)n1C,0.3,-2,-0.2,-3,-2,2,2,3,5

# Part of the list above in order of molar mass, smallest number first.
SMILES,D2 agonist,D1 PAM,TRHR agonist,TRHR enhancer,D2 antag,D1 ag,D1 antagonist,RXFP1 antag,D2 potentiator
CCN(CC)S(=O)(=O)c1nnc(NC(=O)c2ccco2)s1,1.2,5,0.2,12,-2,8,-4,-11,-3
O=C(Nc1ccccc1)c1cc(S(=O)(=O)N2CCOCC2)cs1,0.2,-1,-0.1,-10,3,0,-7,15,-10
Cc1ccc(NC(=O)CN2C(=O)c3ccccc3Sc3ncccc32)c(C)c1,-0.3,1,-0.9,-1,x,2,9,x,5
CCOC(=O)c1cccc(NC(=O)C2Cc3ccccc3N2C(=O)c2ccccc2)c1 (stereo not drawn),0.7,2,-0.8,1,x,0,6,-18,9
COc1ccccc1C(CC(=O)O)NS(=O)(=O)c1ccc2c(c1)N(C(C)=O)CC(C)O2 (stereo not drawn),0.7,-9,0.4,6,-1,2,17,-11,7
CCCN(CCC)CCCNC(=O)C(NS(=O)(=O)c1ccc2c(c1)CCC(=O)N2)c1ccccc1 (stereo not drawn),1.9,-5,0.0,22,45*,-3,-6,5,0

# Compound activity as filed in PubChem BioAssay.
